hIAP activ: human IAP activation; purified human IAP, CDP-Star luminescence, 30 min; hits give high values; 1 = vehicle-only enzyme, 0 = enzyme-free background; P09923; 330,000 compounds, 0.16% hits; AID 2524; activation factor at 10 µM;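 active = activation factor of the enzyme at least 2-fold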; note: the source names both 10 and 20 µM as test concentration; values of inactives mirror those of a sister screen read the other way
mIAP activ: mouse IAP activation; muIAP, CDP-Star luminescence, 30 min; hits give high values; 1 = vehicle-only enzyme signal, 0 = enzyme-free wells; activation factor at 10 µM; 330,000 compounds, 0.24% hits; AID 2805;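 active = activation factor of at least 2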; note: the source names both 10 and 20 µM as test concentration; values of inactives mirror those of a sister screen read the other way
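Assay system: mouse IAP enzyme; Reagent: CDP-Star chemiluminescent phosphatase substrate; Compound: DMSO-dissolved test compounds; Incubation: 30 min, room temperature; Technique: luminescence from enzymatic CDP-Star hydrolysis; Controls: DMSO-only wells and no-enzyme negative control.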
A3A deaminase: human APOBEC3A DNA deaminase inhibition. recombinant A3A, FAM/TAMRA ssDNA deamination fluorescence. inhibition, % at 20 µM. 330,000 compounds, 0.41% hits;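 active = at least 40% inhibition at 20 µM here, with at most 30% in a related deaminase screen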;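 note: plate controls were A3A with DMSO for no effect and wells lacking A3A enzyme for full effect; some results filed as inactive read as strong as hits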
Target sequence (P31941 whole entry, looked up): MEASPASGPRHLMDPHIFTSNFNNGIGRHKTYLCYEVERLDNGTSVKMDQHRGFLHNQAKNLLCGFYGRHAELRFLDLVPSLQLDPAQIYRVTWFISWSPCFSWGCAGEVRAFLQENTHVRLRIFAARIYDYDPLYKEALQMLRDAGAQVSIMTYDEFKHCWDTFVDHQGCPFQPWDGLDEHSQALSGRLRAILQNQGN
NLRP3 yeast inh: NALP3 inhibition in yeast. AID 2825. inhibition, % at 10 µM. Yeast reconstituted NLRP3/ASC/caspase-1, beta-gal luminescence, 24 h. 330,000 compounds, 0.39% hits;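 active = inhibition of 50% or more; inactive = inhibition below 50%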;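 note: plate controls were induced DMSO wells for no effect and uninduced yeast grown without galactose for full effect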
SENP1 FRET inh: blocks the human SENP1 SUMO protease catalytic domain; Q9P0U3; recombinant SENP1 catalytic domain, CyPet-SUMO1-YPet FRET cleavage; inhibition, % at 10 µM; 360,000 compounds, 0.21% hits; AID 624204;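 active = inhibition at least 30% at 10 µM, raw YFP signal under a set limit, fluorescence ratio 0.5 to 1.5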;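 note: 0% = enzyme with DMSO and 100% = no enzyme wells; some results filed as inactive read as strong as hits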
Target sequence (Q9P0U3 419-644 limits assumed): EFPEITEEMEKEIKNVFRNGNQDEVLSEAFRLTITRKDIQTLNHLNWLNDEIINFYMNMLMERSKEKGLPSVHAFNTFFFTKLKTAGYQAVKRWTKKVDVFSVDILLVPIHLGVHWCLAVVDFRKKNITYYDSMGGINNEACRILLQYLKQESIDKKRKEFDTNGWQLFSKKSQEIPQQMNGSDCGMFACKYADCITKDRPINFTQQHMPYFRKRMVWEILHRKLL
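Test system: recombinant human SENP1 catalytic domain, His6-tagged / Medium: pH 8 Tris buffer with EDTA, NaCl, BME, BSA, NP40, catalase / Also added: SUMO1 FRET substrate flanked by Cypet and Ypet, 25 nM / Times: 50 min reaction at room temperature / Signal: FRET, CFP and YFP emission / Control set: no-enzyme low control and enzyme-plus-DMSO high control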
beta cell repl: induces beta-cell replication in MIN6 cells. proliferation, % at 10 µM. MIN6 cells proliferation, ATPlite luminescence, 48 h; cells starved in 0.2% serum; 100% = growth in 10% serum. 330,000 compounds, 0.29% hits;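 active = compounds whose signal lies at least 3.5 SD above the mean of all wells on their plate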;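 note: 0% = DMSO-treated cells in low-serum medium and 100% = 10% serum control; some compounds called inactive have numbers as strong as hits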
APOBEC3G inh: APOBEC3G (human) deaminase inhibition | 330,000 compounds, 0.28% hits | inhibition, % at 20 µM | recombinant A3G, ssDNA deamination FAM/TAMRA fluorescence | Q9HC16;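 active = inhibition of at least 40% at 20 µM, with no more than 30% in the related APOBEC3A deaminase screen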;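 note: plate controls were DMSO wells with A3G for no effect and wells lacking A3G enzyme for full effect; some compounds called inactive have numbers as strong as hits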
Target sequence (Q9HC16 whole entry, looked up): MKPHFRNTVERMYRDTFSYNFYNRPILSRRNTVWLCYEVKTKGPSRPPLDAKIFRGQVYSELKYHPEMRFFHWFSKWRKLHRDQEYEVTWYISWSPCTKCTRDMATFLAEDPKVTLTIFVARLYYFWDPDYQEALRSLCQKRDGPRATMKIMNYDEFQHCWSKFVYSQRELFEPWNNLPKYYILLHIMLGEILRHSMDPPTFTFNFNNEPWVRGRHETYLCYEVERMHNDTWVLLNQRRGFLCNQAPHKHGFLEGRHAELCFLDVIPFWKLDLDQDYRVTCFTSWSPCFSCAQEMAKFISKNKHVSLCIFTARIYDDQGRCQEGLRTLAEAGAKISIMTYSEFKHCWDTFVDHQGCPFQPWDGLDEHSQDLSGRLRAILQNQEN
mIAP inh: mouse IAP inhibition; purified mouse IAP, CDP-Star luminescence, 30 min; inhibition, % at 10 µM; 330,000 compounds, 0.2% hits;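 active = inhibition of at least 40% at 10 µM in the primary screen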;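 note: plate controls were DMSO with enzyme for no effect and no enzyme wells for full effect; values of inactives mirror those of a sister screen read the other way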
hIAP block: human IAP inhibition. P09923. purified IAP, CDP-Star luminescence, 30 min. inhibition, % at 10 µM. 330,000 compounds, 0.12% hits. AID 2544;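 active = inhibition reaching a set limit with compound at 10 µM in the primary screen, cut at about 35% in these data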;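 note: plate controls were DMSO wells with enzyme for no effect and no-enzyme buffer wells for full effect; values of inactives mirror those of a sister screen read the other way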
An asterisk follows results filed as active; . = no result given. This is a subset; the hit share may differ from the screen's.

SMILES	hIAP activ	mIAP activ	A3A deaminase	NLRP3 yeast inh	SENP1 FRET inh	beta cell repl	APOBEC3G inh	mIAP inh	hIAP block
CCn1c(NC(=O)c2cccc(Cn3cc(Cl)cn3)c2)nc2ccccc21	1.1	1	-4	22	2	-6	-4	-3	-14
Cn1c(C(=O)N2CCCC(C(=O)NCCCSC3CCCCC3)C2)cc2sccc21 (stereo not given)	1.3	1.7	-6	3	-1	-4	-5	-66	-30
CC1=NCCN1S(=O)(=O)c1cc([N+](=O)[O-])ccc1Cl	0.93	1	-1	28	3	2	-3	-1	7
Cc1ccccc1OCC(=O)OCC(=O)Nc1cc(S(=O)(=O)N2CCCCC2)ccc1Cl	0.97	1	-3	9	3	0	-6	0	2
COc1ccc(N=Nc2c(-c3ccc(OC)cc3)[nH]oc2=O)cc1	1.2	0.91	-8	18	4	-2	-6	9	-21
COc1ccc(C(=O)c2ccc(Br)cc2)c2ccccc12	0.96	1	-6	11	4	-4	-5	-3	4
O=C(CSc1nccn1Cc1ccccc1)Nc1ccccc1	1	1	3	9	-2	-3	-3	-3	-3
COc1ccc(N(C(=O)c2ccco2)C(C(=O)NC2CCCC2)c2ccc(C)cc2)c(OC)c1 (stereo not given)	1.1	1	10	8	-3	1	5	-1	-10
CCCCCC1=CCC/C1=N\NC(=O)c1ccc2c(c1)OCO2	1.3	0.85	3	23	1	1	0	15	-28
O=C(CSc1nncn1-c1cccnc1)Nc1ccccc1[N+](=O)[O-]	0.92	0.97	0	-13	-2	-3	-7	3	8
O=C(c1ccc(-c2ccccc2Cl)s1)N1CCOCC1	1	1.1	1	12	2	-4	1	-9	0
Cc1ccc(CNC(=O)CN2C(=O)COc3ccc(C)cc32)cc1	1	1	-3	14	3	1	-7	-5	-3
COc1cc2nc(CN3CCN(S(=O)(=O)c4ccccc4)CC3)[nH]c(=O)c2cc1OC	1.1	1	-1	2	-2	-1	-5	0	-6
COc1ccccc1CNCC(O)(c1ccc(Cl)cc1)c1ccc(Cl)cc1	1.1	0.89	-4	20	0	-6	-5	11	-9
CSc1ccccc1C(=O)C1CCCN(Cc2cnn(-c3ccccc3)c2)C1 (stereo not given)	0.9	0.94	-3	13	-2	-2	-7	6	10
CC(C)CC(CO)N1CCN(C(=O)c2ccc(C(C)(C)C)cc2)CCC1=O (stereo not given)	0.86	1	-2	17	-2	4	-7	-4	14
CCC(C)(C)n1nnnc1C(c1ccccn1)N1CCOCC1 (stereo not given)	1	1.1	-1	21	1	-2	-2	-7	-4
O=C(CCC(=O)OCCCC(F)(F)C(F)(F)F)Nc1ccc(Cl)cc1Cl	1.1	0.99	-7	20	0	-2	-6	1	-10
COc1ccccc1Nc1nc(-c2cccnc2)cs1	1	0.97	-1	23	0	-4	-4	2	-1
Cc1cccc(-c2nc3ccccc3c(=O)[nH]2)c1	0.88	0.97	-2	17	-4	-3	-8	3	12
Brc1csc(/C=N/Nc2nc3ccccc3s2)c1	0.87	1	3	6	-5	0	-4	-2	13
CCC1=NN2C(=N)/C(=C\c3cccn3-c3ccc(Cl)cc3)C(=O)N=C2S1	1.1	0.86	4	7	3	-3	-2	14	-10
CCN(CC)P(=O)(c1ccccc1)c1c(C)nc2ccccn12 (stereo not given)	1	0.94	-2	10	-1	0	-4	6	-5
Cc1ccc(S(=O)(=O)N(C)C)cc1NC(=O)c1cncc(Br)c1	0.98	0.96	-6	6	-1	2	-5	4	2
O=C1CSc2ccc(S(=O)(=O)CCC(=O)NC3CCCCC3)cc2N1	1.2	0.94	-2	7	1	1	-5	6	-16
CC(OC(=O)c1ccccc1NCCO)C(=O)NC1CCCCC1C (stereo not given)	1.1	1	0	23	-5	-1	-8	-4	-6
COc1ccc(/C(O)=C2/C(=O)C(=O)N(Cc3cccnc3)C2c2ccncc2)cc1F (stereo not given)	1.1	0.95	-3	12	2	-1	-6	5	-15
CN(C)c1nc(N(C)C)n(C(=O)c2ccc(F)cc2)n1	0.89	0.96	-2	11	0	-2	-5	4	12
CCc1cc2ccc(C)cc2nc1SCC(=O)Nc1c[nH]c(=O)[nH]c1=O	1.5	1.1	-5	2	0	1	-5	-9	-46
COc1cccc(Nc2nc3ccccc3n2C(C)C)c1	1.2	1	-3	20	1	3	-8	-2	-22
O=C(c1ccccc1)N(Cc1ccccc1)Cc1ccccc1	0.88	0.98	-4	-28	-1	-2	-6	2	12
Cn1c(NCc2cccs2)nc2ccccc21	0.96	1.1	-1	0	-2	0	-3	-14	4
COCCNC(=O)c1cc(Sc2nnc(C)s2)nc2ccccc12	1	0.97	-4	-10	.	1	-4	3	-2
Cc1ccc(-c2ccc(/C=N/n3cnnc3)o2)cc1	1.2	1	-3	15	-2	-3	-8	-1	-18
Cc1c(NC(=O)/C(C#N)=C\c2cccs2)c(=O)n(-c2ccccc2)n1C	0.94	0.95	-2	1	-3	0	0	5	6
O=C1c2ccccc2NC(c2cccc([N+](=O)[O-])c2)N1CCc1ccccc1 (stereo not given)	0.99	0.95	-1	-5	2	0	-6	5	1
O=C(COC(=O)C1(c2ccc(Cl)cc2)CCCC1)N1CCc2ccccc21	1.1	0.97	-3	2	0	-1	-6	3	-7
Cc1ccc(C(=O)OCC(=O)c2c(N)n(C)c(=O)n(C)c2=O)cc1S(=O)(=O)N1CCCCC1	0.97	1	3	16	3	0	-8	-2	3
O=C(CSc1nc(NS(=O)(=O)c2ccccc2)cc(=O)[nH]1)Nc1ccc(F)cc1	0.95	0.89	-3	14	-2	4	-1	11	4
CN(Cc1nc2ccccc2[nH]1)C(=O)C1CCC(=O)N(C2CCCC2)C1 (stereo not given)	0.8	1	21	19	1	-1	2	-3	20
CC1CCCN(c2ccc(/C=C(\C#N)c3nn(-c4ccccc4)c(N)c3C#N)cc2[N+](=O)[O-])C1 (stereo not given)	1.1	0.87	2	11	1	-4	-2	13	-12
O=C(COc1cc2oc(=O)cc(-c3ccccc3)c2cc1Cl)NCc1ccccn1	1.1	0.91	-3	5	3	-2	-5	9	-11
CCCNc1nc(C)cc(-c2cc(C(=O)NC3CCCC3)on2)n1	0.97	1	4	63*	2	0	2	-2	3
CNC(=O)c1cc2c(ccc3ccccc32)oc1=N	1	0.96	-4	4	.	0	-7	4	-3
CCN(CC)c1ccc(/C=N/Nc2cccc(C)c2)c(O)c1	0.79	0.9	3	19	-27	-4	4	10	21

3 of the entries above in order of their number in hIAP block, smallest number first.
structure | hIAP block
Cc1ccc(-c2ccc(/C=N/n3cnnc3)o2)cc1 | -18
CC1CCCN(c2ccc(/C=C(\C#N)c3nn(-c4ccccc4)c(N)c3C#N)cc2[N+](=O)[O-])C1 (stereo not given) | -12
CNC(=O)c1cc2c(ccc3ccccc32)oc1=N | -3

Next section
SMILES	hIAP activ	mIAP activ	A3A deaminase	NLRP3 yeast inh	SENP1 FRET inh	beta cell repl	APOBEC3G inh	mIAP inh	hIAP block
Cc1ccc(S(=O)(=O)NC2CCCC(C(=O)O)C2)cc1 (stereo not given)	1.6	0.97	-1	5	0	1	-2	3	-64
C#CCOCCOCCOCCNc1nc(N2CCN(C(=O)[C@H](CCC(=O)O)n3cc(C(N)Cc4ccc(O)cc4)nn3)CC2)nc(N2CCN(C(=O)[C@H](CCCCN)n3cc(C(N)[C@H](C)CC)nn3)CC2)n1 (stereo not given in full)	1.1	0.96	-4	2	.	-2	-7	4	-8
O=C(Cn1cnc2cc([N+](=O)[O-])ccc2c1=O)NCc1ccc(Cl)cc1	1.1	0.94	7	18	-42	-2	-3	6	-12
O=C1CN(C(=O)COC(=O)CCC(=O)c2ccc(F)cc2)c2ccccc2N1	1.2	1	-3	-13	0	-2	-8	-2	-22
O=C(O)CSc1nnc(NC(=O)CN2CCOCC2)s1	1	0.96	-2	3	2	0	-6	4	-2
COc1ccc(-c2noc(CN(C(=O)c3ccoc3C)C(C)C)n2)cc1	1.1	1	-3	3	1	-3	-7	-2	-6
Cc1ccccc1-c1nc(CS(=O)(=O)CC(=O)Nc2cc(F)ccc2F)c(C)o1	0.93	1.1	3	11	3	-2	2	-6	7
C=CCOc1ccc(CNCc2cccnc2)cc1OCC	1.4	0.93	-2	4	1	-2	3	7	-40
Cc1c(Cl)cccc1NC(=O)c1cc(C2CC2)on1	1	1	-2	16	5	1	-5	-5	-4
COCCn1c(SCC(=O)NCc2ccco2)nnc1-c1c[nH]c2ccccc12	1.1	0.92	2	13	3	1	7	8	-8
Cc1cccc(N(Cc2ccccc2)C(=O)CN2C(=O)NC3(CCCC3)C2=O)c1	0.86	1.1	-1	-4	0	-5	-6	-10	14
COc1ccc2c(c1)nc(SCC(C)O)n2C (stereo not given)	0.98	1.1	-3	13	3	-1	-4	-6	2
Cc1ccc(NCCC(=O)c2cccs2)cc1Cl	1.2	0.97	-1	18	-10	-2	-2	3	-17
COc1ccc(C(=O)Nc2ccc(Cl)c(S(=O)(=O)Nc3ccccc3OC)c2)cc1	0.95	0.95	0	-4	2	0	-5	5	5
O=C(CNc1ccccc1)N/N=C/c1ccc2c(c1)OCCO2	0.95	0.9	-2	10	2	-1	-9	10	5
O/N=C1\CCCc2ccc(Cl)cc21	1.1	1	0	18	-1	-1	-12	-2	-6
O=C(COC(=O)/C=C/c1ccc2c(c1)OCO2)Nc1ccc(S(=O)(=O)N2CCCC2)cc1	0.84	0.87	4	3	2	-5	-6	13	16
NC(=O)CSc1nnc2ccc(-c3ccc(Cl)cc3)nn12	0.91	0.99	1	-6	2	2	-9	1	9
COc1ccc2c(C)cc3nnnn3c2c1	0.97	0.99	-4	2	1	-1	-3	1	3
CCOc1ccccc1N1CCN(CC(O)COCc2cccs2)CC1 (stereo not given)	0.97	0.96	1	20	0	-3	-5	4	3
COc1cccc(OC)c1OCCNCC1CSc2ccccc2O1 (stereo not given)	0.97	0.95	2	39	1	-4	-2	5	3
CCOc1ccccc1NC(=O)C1CCCN(S(=O)(=O)c2ccccc2)C1 (stereo not given)	1	1	-4	-11	2	1	-7	-2	-1
CCCN(CC(=O)Nc1cccc(S(N)(=O)=O)c1)CC(=O)Nc1ccc(F)c(F)c1F	1.4	1	10	3	2	-4	2	-4	-43
CN(C)C(CNC(=O)c1coc2ccccc2c1=O)c1ccccc1 (stereo not given)	1	1.1	-5	6	1	-2	-4	-5	-4
CCN(CC)S(=O)(=O)c1ccc(/C=C/C(=O)OCC(=O)NC(=O)C2COc3ccccc3O2)cc1 (stereo not given)	1.2	1.1	2	12	1	-2	7	-8	-24
CCCCN(CCCC)c1nc(OC)nc(-n2nnc(C(C)=O)c2C)n1	0.89	0.98	3	15	-2	-3	0	2	11

Source: PubChem BioAssay (Sanford-Burnham Center for Chemical Genomics)
